Screens as filed in PubChem BioAssay.
mHtt clearance – compounds clearing mutant huntingtin protein; hit rate 0.42% among 47,000; inhibition, % at 1.5 µM; HeLa Exon1htt(103Q)mCFP, aggregate imaging; zero = plate's median compound well;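 active = inhibition of aggregate fluorescence above about 70%, also judged a hit by eye on the cell image, limit read from the data, passing the limit was not always enough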;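 also: cells exposed to compound for three days before fixation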
mHtt clearance grain fraction – recorded beside mHtt clearance, whose call it bears; fraction fluorescence in grains; measured here: aggregate grain fluorescence fraction; stronger effect = lower value;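 scaled fraction of total cell fluorescence in grains with unit not stated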
The depositor's hits bear a star. The list is partial; count on the stated rates, not on these rows.

mHtt clearance	mHtt clearance grain fraction	Structure
-1	41	Cc1ccc2cc3c(NC(=O)c4ccco4)nn(C)c3nc2c1
8	39	CCC(=O)N(CCC1(C(C)C)CCOC(C)(C)C1)Cc1ccco1 (stereo not given)
-41	28	Cc1cccc(NC(=S)NC2CC3CCCC(C2)N3CC(C)C)c1 (stereo not given)
-41	54	CCCOC(=O)CN1C(=O)c2ccc(C(=O)OCCC)cc2C1=O
-34	22	COc1ccc(N(CC(=O)N2c3ccccc3CC2C)S(=O)(=O)c2c(C)noc2C)cc1 (stereo not given)
-62	29	O=C(Nc1ccccc1C(=O)NCCN1CCOCC1)c1ccco1
-35	27	CCOC(=O)c1cc(C)sc1NC(=O)C1CCC1
-6	20	CCCCOc1ccc(C(O)(CC)CCN2CCOCC2)cc1 (stereo not given)
-63	28	COc1cc(S(=O)(=O)Nc2ccccc2C)ccc1Cl
44	9.7	COC(=O)c1ccccc1NC(=O)CN(Cc1ccccc1)S(C)(=O)=O
20	26	O=C(Oc1cccnc1)c1cc(S(=O)(=O)N2CCOCC2)ccc1Cl
-25	22	O=C(Nc1ccccc1)N1CCN2C(=O)c3ccccc3C12c1ccccc1 (stereo not given)
-12	20	Cc1cc(OCC(=O)NCC(C)C)cc(C)c1Br
-64	55	Nc1cc(=O)nc(SCC(=O)NC2CCCCC2)n1-c1ccccc1
-2	19	COc1ccc(NS(=O)(=O)c2ccc(Br)s2)cc1OC
-4	19	Cc1ccc(S(=O)(=O)Nc2ccccc2C(N)=O)cc1
-71	76	CCCCCn1c(=O)[nH]c2cc(C(=O)NCCN3CCOCC3)ccc2c1=O
-21	47	COc1cc(NC(=O)c2ccco2)c(OC)cc1NC(=O)CSc1nnc(-c2cccs2)n1C
-116	76	CCOc1ccc(C2=Nn3c(nnc3-c3ccccc3OC)SC2)cc1
8	21	CC1(C)C(=O)OC(C(=O)c2ccc(C(C)(C)C)cc2)C(C)(C)C1=O (stereo not given)
3	17	Cc1ccc(S(=O)(=O)Nc2c(C)nn(C)c2C)cc1
-13	22	CC1=Nc2ccccc2NC(=O)C1Sc1nnc(C)s1 (stereo not given)
-4	20	O=C(O)CSCCC(=O)Nc1ccc(F)cc1
5	32	CCCCn1c(CNC(=O)CCC)nc2ccccc21
-32	51	O=P(O)(CCc1ccccc1)C(O)c1ccccc1 (stereo not given)

The closing 2 records of the section before are carried over, then new ones follow.
mHtt clearance	mHtt clearance grain fraction	Structure
5	32	CCCCn1c(CNC(=O)CCC)nc2ccccc21
-32	51	O=P(O)(CCc1ccccc1)C(O)c1ccccc1 (stereo not given)
-4	43	CCCn1c(NCc2ccc(N(C)C)cc2)nc2ccccc21
-53	29	Cc1cc(C)c(OCC(=O)Nc2cccc(O)c2)cc1C
-5	22	COc1cc(NC(=O)c2ccc3c(c2)OCO3)c2ncccc2c1
7	19	COc1ccc(CN2CCN(C(=O)CC(C)C)CC2)cc1OC
0	19	CCCCSc1nnc(-c2ccc(NC(=O)CCc3ccccc3)cc2)n1C
-6	42	CC(=O)NC1(C(F)(F)F)C(=O)N(Cc2ccccc2)C2=C1C(=O)CC(C)(C)C2 (stereo not given)
-49	56	CC1(C)CC(=O)C2=C(C1)N(Cc1ccco1)C(=O)C2(NC(=O)c1ccc(Cl)cc1Cl)C(F)(F)F (stereo not given)
-3	38	COC(=O)c1cn(CCOc2ccccc2)c2ccccc12
21	34	CCOC(=O)C1=C(O)/C(=C/c2cc(OC)c(OC)c(OC)c2)N=C1C
30	26	COCc1c(C(=O)OCC(=O)c2c(N)n(CC(C)C)c(=O)n(C)c2=O)oc2ccccc12
-40	48	CCOc1ccc2nc(NCCO)[nH]c2c1
35	14	Nc1nc(CSc2ncn(-c3ccccc3)n2)cs1
-29	23	O=[N+]([O-])c1ccc(-c2nnc(CSc3nc(-c4ccccc4)nc4ccc(F)cc34)o2)cc1
58	9	O=C(NCC1CCCO1)C1CCN(C(=O)c2ccc(Cl)cc2)CC1 (stereo not given)
0	36	CCn1cnc2sc(C(=O)N3CCN(Cc4ccc5c(c4)OCO5)CC3)c(C)c2c1=O
26	13	CCC(=O)N1CCc2cc(Br)cc(S(=O)(=O)C3(C(=O)OC)CC3)c21
-22	38	COc1ccc(N2CCN(C(=O)c3c(-c4ccccc4)noc3C)CC2)cc1
-62	28	CCc1ccc(OCC(O)CN2CCN(c3ccccc3)CC2)cc1 (stereo not given)
17	16	C/C=C(\C)c1nnc(NC(=O)OCC)s1
34	24	c1csc(-n2nc3ccccc3n2)c1
-27	24	O=C1CC(c2ccc(S(=O)(=O)Nc3cc(C(F)(F)F)cc(C(F)(F)F)c3)cc2)CN1 (stereo not given)
12	33	COC(=O)c1cc2ccc(OC)c(OC)c2c(=O)s1
-9	41	Cc1nnc(-n2cnc3ccccc32)c2ccccc12
37	12	CCCCC(=O)Nc1ccc(NC(=O)c2ccc3c(c2)OCO3)cc1OC
-130	44	O=C1CCCC2=C1C(c1ccc(Cl)cc1)N1C(=O)CCSC1=N2 (stereo not given)

Continuation:
mHtt clearance	mHtt clearance grain fraction	Structure
-10	40	CCOc1ccc(N2CC(=O)N/C2=N\c2nc(C)cc(C)n2)cc1
37	11	COC(=O)c1cn(CC(=O)N2C(C)CCCC2C)c2ccccc12 (stereo not given)
58	8.1	N#Cc1ccc(OCc2nnc(SCC(=O)c3ccccc3)n2-c2ccccc2)cc1
37	22	Oc1ccc(-c2[nH]ncc2-c2cccc3cccnc23)c(O)c1
58	8	COC(=O)c1sccc1NC(=O)c1ccc(OC)cc1
19	23	COC(=O)C1CCN(S(=O)(=O)c2ccc(NC(C)=O)cc2)CC1
-143	81	CCOC(=O)c1c(C)n(C)c2cc(Br)c(C(=O)OC)cc12
2	20	O=c1[nH]c(CN2CCc3ccccc3C2)nc2ccccc12
1	23	CCc1nnc(NC(=O)Nc2ccc(OC)cc2)s1
-2	37	O=c1cc(O)nc2n1CCCS2
23	16	O=C(CN1CCN(c2ncc(C(F)(F)F)cc2Cl)CC1)N1CCN(c2ncc(C(F)(F)F)cc2Cl)CC1
-48	29	O=C(c1ccccc1)N1CCN(C(=O)c2ccncc2)CC1
-70	30	Cc1cc(Cl)ccc1OCC(=O)Nc1ccccc1N1CCOCC1
-49	48	COc1cc(NC(=O)C2CCCN2C(=O)C2CCC(C)CC2)cc(OC)c1OC (stereo not given)
22	14	O=C(NC1CCCCC1)c1ccccc1NC(=O)C1CC(=O)N(c2ccc(Cl)cc2)C1 (stereo not given)
24	31	CCCCNC(=O)OCC(CC)NC(=O)OC(C)C (stereo not given)
35	28	CCSc1nnc(NC(=O)C(C)(C(F)(F)F)C(F)(F)F)s1
33	12	Cc1noc(C)c1S(=O)(=O)Nc1ccc(C(=O)NC2CCCCCC2)cc1
-105	41	Cc1cccc(NC(=O)COc2ccc(Br)cc2)n1
9	17	CCOc1ccccc1C(=O)Nn1c(C2CCC2)nc2ccccc2c1=O
6	35	CC1CC(C)CN(CC(=O)N2c3ccccc3CCc3ccccc32)C1 (stereo not given)
65	7	CCC1(C)N([O-])C(C)=C(c2ccccc2)[N+]1=O (stereo not given)
-1	30	CC(=O)/C(=N\Nc1ccc(C)cc1)N1CCOCC1
14	34	CCCC(=O)c1ccc(N2CCN(S(=O)(=O)c3ccc(C)cc3)CC2)c(F)c1
7	19	CCOCCCNC(=O)CCS(=O)(=O)Cc1ccc(C)cc1

Additional structures:
mHtt clearance	mHtt clearance grain fraction	Structure
-67	33	COc1ccc(OCCCN2CCCC(C)C2)cc1 (stereo not given)
27	28	CCC(=O)Nc1cccc(-c2nnc(-c3cccc(NC(=O)CC)c3)o2)c1
2	19	COC(=O)c1ccc(CSc2nccn2C)cc1
6	19	CCOC(=O)c1cc(=O)cc(C(=O)OCC)o1
3	19	CCOc1ccc(=O)n(-c2ccccc2)n1
-12	44	Cc1cc2nnc(SCC(=O)N3C(C)CCCC3C)n2c(N)n1 (stereo not given)
-23	53	CCCn1nc(Oc2nc(NCC)nc(NC(C)C)n2)ccc1=O
-6	37	Cc1cnc(-c2nnc(N(C)C(=O)c3cccnc3)s2)cn1
23	28	O=C1CSc2ccc(C(=O)N3CCN(c4ccccn4)CC3)cc2N1
-28	55	CCC(=O)c1ccc(OCC(=O)Nc2nn3cnnc3s2)cc1
22	15	COC(=O)C1(Cc2ccccc2)NC(c2ccc(F)cc2)C2C(=O)N(C)C(=O)C21 (stereo not given)
11	30	CCOC(=O)NC(C(F)(F)F)(C(F)(F)F)P(=O)(c1ccccc1)c1ccccc1
28	29	CN1CCc2c(sc3c2c(=O)n(-c2ccc(Cl)cc2)c2nncn32)C1
3	22	CC12CCC(C(=O)Nc3ccc4c(c3)OCCO4)(OC1=O)C2(C)C (stereo not given)
-30	47	COC(=O)CS(=O)(=O)c1cc(Br)cc2c1N(C(C)=O)CC2
-33	62	CCCC(=O)Nc1ccccc1-c1nnn(CC(=O)Nc2ccc(OC)cc2)n1
-20	43	CCOC(=O)c1[nH]c(C)c(C(=O)OCC(=O)N2CCCCC2C)c1C (stereo not given)
21	26	Cc1cccn2cc(CCNS(=O)(=O)c3ccc4c(c3)OCCO4)nc12
-34	38	O=C(COC(=O)c1ccco1)Nc1ccc2c(c1)OCCO2
-5	22	COc1cccc(NC(=O)CSc2nncn2N)c1
3	38	CN1CCN(C(=O)c2cc3nc(-c4ccc(Cl)cc4)cc(C(F)(F)F)n3n2)CC1
-98	34	Cc1cc(NS(=O)(=O)c2ccc(NC(=O)COc3ccccc3Cl)cc2)no1
22	16	Cc1ccccc1N(Cc1nnc2n1CCCCC2)C(=O)Nc1ccccc1
-18	55	CCOC(=O)c1sc(NC(=O)C(C)(C)C)cc1C
-27	52	CCOC(=O)c1c(C)n(C)c2ccc(OCC(O)CNC(CC)CO)cc12 (stereo not given)

Ordered by molar mass (low to high): 21 of the compounds above.
mHtt clearance	mHtt clearance grain fraction	Structure
3	19	CCOc1ccc(=O)n(-c2ccccc2)n1
65	7	CCC1(C)N([O-])C(C)=C(c2ccccc2)[N+]1=O (stereo not given)
6	19	CCOC(=O)c1cc(=O)cc(C(=O)OCC)o1
-1	30	CC(=O)/C(=N\Nc1ccc(C)cc1)N1CCOCC1
-32	51	O=P(O)(CCc1ccccc1)C(O)c1ccccc1 (stereo not given)
-5	22	COc1cccc(NC(=O)CSc2nncn2N)c1
-4	19	Cc1ccc(S(=O)(=O)Nc2ccccc2C(N)=O)cc1
-34	38	O=C(COC(=O)c1ccco1)Nc1ccc2c(c1)OCCO2
-6	20	CCCCOc1ccc(C(O)(CC)CCN2CCOCC2)cc1 (stereo not given)
-10	40	CCOc1ccc(N2CC(=O)N/C2=N\c2nc(C)cc(C)n2)cc1
-23	53	CCCn1nc(Oc2nc(NCC)nc(NC(C)C)n2)ccc1=O
-12	44	Cc1cc2nnc(SCC(=O)N3C(C)CCCC3C)n2c(N)n1 (stereo not given)
19	23	COC(=O)C1CCN(S(=O)(=O)c2ccc(NC(C)=O)cc2)CC1
-116	76	CCOc1ccc(C2=Nn3c(nnc3-c3ccccc3OC)SC2)cc1
44	9.7	COC(=O)c1ccccc1NC(=O)CN(Cc1ccccc1)S(C)(=O)=O
-6	42	CC(=O)NC1(C(F)(F)F)C(=O)N(Cc2ccccc2)C2=C1C(=O)CC(C)(C)C2 (stereo not given)
14	34	CCCC(=O)c1ccc(N2CCN(S(=O)(=O)c3ccc(C)cc3)CC2)c(F)c1
26	13	CCC(=O)N1CCc2cc(Br)cc(S(=O)(=O)C3(C(=O)OC)CC3)c21
58	8.1	N#Cc1ccc(OCc2nnc(SCC(=O)c3ccccc3)n2-c2ccccc2)cc1
11	30	CCOC(=O)NC(C(F)(F)F)(C(F)(F)F)P(=O)(c1ccccc1)c1ccccc1
30	26	COCc1c(C(=O)OCC(=O)c2c(N)n(CC(C)C)c(=O)n(C)c2=O)oc2ccccc12

More compounds follow.
mHtt clearance	mHtt clearance grain fraction	Structure
33	13	COc1ccc(S(=O)(=O)Nc2ccc(S(=O)(=O)N3CCCCC3)cc2)cc1OC
30	20	CCCc1nc2sc(C(=O)OCC)c(N)c2c2c1COC(C)(C)C2
-8	32	Cc1ccc2oc(Nc3nc(C)cc(C)n3)nc2c1
14	31	Cc1ccc(C)c(NC(=O)c2ncn[nH]2)c1
20	30	N#CC1(c2c(O)nc3n(c2=O)CCCS3)CCCCC1
43	28	Cc1c(C#N)c2ccccc2n1CC(=O)NCCc1c[nH]c2ccccc12
20	14	CCC(C)NC(=O)c1ccccc1NS(=O)(=O)c1ccc(OC)c(OC)c1 (stereo not given)
-18	53	CCOC(=O)N1CCN(C(=O)CN(c2ccc(C)c(C)c2)S(=O)(=O)c2ccccc2)CC1
15	28	Cc1ccc(C)c(C(=O)N(Cc2nc(-c3ccc(Cl)cc3)no2)C(C)C)c1
0	17	CSc1ccc(S(=O)(=O)Nc2cccc(F)c2)cc1
-289	139	O=C(O)C1CCC(=O)N1C1c2ccccc2Oc2ccccc21 (stereo not given)
-53	30	CN(Cc1nc(-c2ccncc2)no1)S(=O)(=O)c1ccccc1
-85	35	Cc1ccc(SCc2c(C#N)c3ccccc3n2C)cc1
-14	32	O=C(OCC(=O)N1CCN(c2ccccc2)CC1)c1ccco1
61	16	CC(=O)Nc1ccc(S(=O)(=O)NCc2ccc(C(=O)NCc3ccc4c(c3)OCO4)cc2)cc1
-5	41	O=C(CSc1nccn1-c1ccc(F)cc1)NCc1ccc2c(c1)OCO2
-111	95	CCOC(=O)c1c(C)n(C)c2ccc(OCC(O)CN(CC)CC)cc12 (stereo not given)
18	36	CCOc1ccc(C2/C(=C(\O)c3c(C)[nH]c(C(=O)OC)c3C)C(=O)C(=O)N2CCN(C)C)cc1 (stereo not given)
61	7.8	COc1ccc(NC(=O)c2sc3cc(C(F)(F)F)cnc3c2-c2cccs2)cc1
-6	22	Cc1nnc(NC(=O)c2ccc(-c3cccc(C(F)(F)F)c3)o2)s1
-46	24	Cc1cc(N2C(=O)C(=O)/C(=C(/O)c3ccc(F)cc3)C2c2ccc(Cl)cc2)no1 (stereo not given)
31	13	O=C(Nc1ccccc1)N1CCC(C(=O)N(Cc2ccco2)Cc2cccs2)CC1
37	11	O=C(NCc1ccccc1)c1ccc(C2SCC(=O)N2Cc2ccccc2)cc1 (stereo not given)
10	17	Cc1ccc(NS(=O)(=O)c2cc(C(N)=O)ccc2C)cc1
14	17	CCCCCCCCCCCNC(=O)c1ccoc1C
-42	27	CCOC(=O)c1[nH]c(C)c(C(=O)N(C)C)c1C
10	31	COC(=O)c1c(C)cc(C)n2c1nc1ccccc12
